Screening data as filed in PubChem BioAssay.
PhoP inhibition: PhoP-dependent GFP reporter repression – Salmonella Typhimurium, primary screen (AID 1863) | S. Typhimurium PhoP-regulated promoter GFP reporter, 4 h; higher % means a stronger effect | one-dose inhibition, % at 50 µM; IC50 in µM for titrated hits | actives 0.16% (n = 300,000);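 active means inhibition over 29.93%, a cutoff 3 SD above the screen mean, later confirmed by dose response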;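 further: 0% = low Mg2+ inducing control and 100% = high Mg2+ repressing control; strong numbers were not always called active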
Dynein cargo inh: blocks dynein driven cargo transport along microtubules. 3617.4 mouse cells, GR-EGFP nuclear translocation imaging; test concentration mostly 20 µM; stimulated with dexamethasone, 1 µM; hits give low values. z-score, hits read low. actives 0.47% (n = 220,000);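 active means plate z-score of nuclear minus cytoplasmic receptor signal below a set negative limit, without overly bright fluorescence or cell loss, cut at about -3.5 in these data, passing the limit was not always enough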;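 further: z-score of nuclear minus cytoplasmic ring GR-EGFP intensity difference per well; some compounds called inactive have numbers as strong as hits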
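Schedule: 48 h induction, then 1 h compound, then 30 min agonist, 37 °C. Buffer or medium: tetracycline-free induction medium containing charcoal-stripped FBS. Reagent: 1.0 µM final dexamethasone stimulus. Evaluation: nuclear versus cytoplasmic GR-EGFP signal, averaged per well. Signal: high-content fluorescence imaging after fixation.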
ER stress rescue: rescue of cells from ER stress-induced death, primary screen, 384-well, CSM14.1, thapsigargin, ATP luminescence (AID 1222); CSM14.1 thapsigargin-induced death rescue, ATP luminescence; higher % means a stronger effect; one-dose cellular ATP content (survival), % at 20 µM; EC50 in µM for titrated hits; 190,000 tested, under 10 active;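 active means EC50 below 50 µM in the dose-response confirmation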;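 further: death triggered by thapsigargin at about 15 µM added after 2 h compound pretreatment; cell ATP read after overnight thapsigargin exposure of roughly 18 to 22 hours; normalized against plate controls of thapsigargin alone and 5% DMSO vehicle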
T cell modulator: T cell immune modulators affecting CD8 T cell-vesicle binding; calls only at 7 µM; 2C CD8+ T cell-vesicle binding, flow cytometry; hits give low values; actives 0.068% (n = 330,000);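 active means response, share of CD8 T cells binding vesicles, and their 90th percentile fluorescence all below set limits, cut at about 80% in these data, passing the limit was not always enough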
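incubation = binding step 1.5 h, 37 °C, antibody labelling 20 min, ice | test system = 2C mouse CD8+ T cells | read-out basis = percent CD8+ FL2 mean versus row control | controls = Peptide-free naked vesicles (low) and QL9 vesicles with 0.7% DMSO vehicle (high) | detection = flow cytometry of vesicle-bound cells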
Hep lipid drop: modulators of hepatic lipid droplet formation; actives 0.4% (n = 240,000); AML12 mouse hepatocytes, oleate lipid droplets, BODIPY imaging; inhibition, % at 6.5 µM; AID 1656;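 active means lipid droplet intensity inhibited by at least 50%, with more than 500 cells counted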
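Assay system: AML12 mouse liver cells | Compound dosing: One dose, 6.5 µM compound | Read-out basis: Droplet intensity reduction, % inhibition | Measured by: Fluorescence imaging, 20x objective, two fields per well | Schedule: Overnight treatment with compound plus oleate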
MT stabilizer: stabilizes microtubules in HeLa cells; HeLa tubulin immunostaining HCS, 24 h; share of cells brighter than vehicle mean+2SD; % tubulin-high responders, % at 10 µM; actives 0.83% (n = 200,000);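 active means plate Z-score above 3 for both tubulin-high and condensed-nucleus cell shares, with cell loss under 80%, at 10 µM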;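 further: anti alpha tubulin signal scored within the nucleus-defined area of each cell; some results filed as inactive read as strong as hits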
Autophagy HCS: autophagy modulation, high-content screen; MEF GFP-LC3 puncta imaging; test concentration mostly 10 µM; calls only at 10 µM (by protocol); actives 0.98% (n = 190,000); AID 463193;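 active means percentage of spot-positive cells more than 3 SD above its plate mean, without a fluorescence outlier flag or 80% toxicity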;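 further: spot-positive cell cutoff set from DMSO-treated cells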
b-catenin transl: alters nuclear translocation of beta-catenin in HeLa cells; immunofluorescence imaging; nuclear translocation activity, % at 5 µM; AID 1665; actives 0.3% (n = 190,000);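 active means nuclear translocation activity above 50% at 5 µM, with a well cell count of 50 or more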;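 further: per-cell ratio of nuclear to cytoplasmic median beta-catenin stain intensity; plate controls were DMSO negative control for no effect and GSK-3 inhibitor IX positive control for full effect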
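Signal – beta-catenin immunofluorescence imaging with DAPI · Test system – human HeLa cell line · Dosing – 5 µM primary single dose, 0.1% DMSO, 0.02–20 µM confirmation series · Measure – % activation, nuclear-to-cytoplasmic median beta-catenin signal ratio per cell · Incubation – 24 h compound exposure at 37°C, 5% CO2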
Insulin prom up: MIN6 insulin promoter up-regulation; AID 1625; actives 0.3% (n = 190,000); z-score at 5 µM; MIN6 insulin promoter-GFP reporter, high-content imaging; hits give high values;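 active means z-score above 3 at 5 µM with at least 500 cells counted in the well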
Dynein cargo inh cytoplasmic EGFP: further read-out of Dynein cargo inh, marked with its call; z-score; measured here: cytoplasmic GR-EGFP intensity; hits give high values
Dynein cargo inh nuclear GR-EGFP: further read-out of Dynein cargo inh, marked with its call; z-score; measured here: nuclear GR-EGFP intensity;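 lower value marks the stronger effect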
Dynein cargo inh cell count: also measured in Dynein cargo inh; calls as there; z-score; measured here: cell count per field
Insulin prom up cell count: also measured in Insulin prom up; calls as there; cell count; measured here: cytotoxicity, nuclei count;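 total cells summed across four imaged fields per well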
Hep lipid drop cells 6.5 µM: second read-out of Hep lipid drop, no call of its own (marks repeat the call); cell count; measured here: cell count, cytotoxicity flag;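 cells counted across two imaged fields per well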
b-catenin transl cell count 5 µM: also measured in b-catenin transl; calls as there; cell count; measured here: cell count, cytotoxicity flag
T cell modulator vesicle-bound %: second read-out of T cell modulator, no call of its own (marks repeat the call); double positive events, %; measured here: CD8+ vesicle-bound cell fraction;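 binding gate set so that unloaded-vesicle control wells show 10% double positive cells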
MT stabilizer Hoechst-high %: recorded beside MT stabilizer, whose call it bears; % Hoechst-high responders; measured here: nuclear condensation Hoechst responders;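 share of cells brighter than vehicle mean plus two SD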
MT stabilizer cytotoxicity %: recorded beside MT stabilizer, whose call it bears; toxicity, %; measured here: cytotoxicity by cell density;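 0% = mean cell density of plate MIN control wells and 100% = no cells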
Autophagy HCS cell loss 18 h: second read-out of Autophagy HCS, no call of its own (marks repeat the call); toxicity, %; measured here: cell loss, nuclei count;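 cell loss after 18 h compound exposure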
An asterisk follows results filed as active; i = inactive; . = not tested or not shown; + = active, no number.

SMILES | PhoP inhibition | Dynein cargo inh | Dynein cargo inh cytoplasmic EGFP | Dynein cargo inh nuclear GR-EGFP | Dynein cargo inh cell count | ER stress rescue | T cell modulator | T cell modulator vesicle-bound % | Hep lipid drop | Hep lipid drop cells 6.5 µM | MT stabilizer | MT stabilizer Hoechst-high % | MT stabilizer cytotoxicity % | Autophagy HCS | Autophagy HCS cell loss 18 h | b-catenin transl | b-catenin transl cell count 5 µM | Insulin prom up | Insulin prom up cell count
O=C(O)c1ccc(CSc2ncnc3c2cnn3Cc2ccccc2)cc1 | -7% | 0.42 | -0.27 | 0.1 | 0.084 | . | i | 50 | 12 | 667 | . | . | . | . | . | 0.5 | 1293 | -0.17 | 1069
COc1ccc(C)cc1NC(=O)c1[nH]c(C)c(C(C)=O)c1C | 8% | 0.34 | -0.43 | 0.14 | -0.25 | -0.6% | i | 26 | . | . | 3.1 | 1.3 | 1.3 | i | 15 | 0.4 | 1180 | . | .
Cc1ccc(C)c(-c2cc(C(=O)Nc3sc(C)c(C)c3C(N)=O)c3ccccc3n2)c1 | -7% | 0.27 | -0.15 | 0.61 | 0.53 | -7.7% | i | 38 | . | . | 4.5 | 1.6 | 4.5 | i | -18 | 0.6 | 1340 | -1.1 | 1606
CCOC(=O)COc1cccc2c(=O)n(CC(=O)NCCc3ccc(OC)c(OC)c3)ccc12 | 6% | -0.29 | 0.67 | 0.62 | -0.11 | -2.5% | . | . | . | . | 4.4 | 0.9 | 9.6 | i | 12 | -2.2 | 568 | 3.6* | 1336*
CCn1nc(-c2ccccc2)c2nc3ccccc3nc21 | -116% | -4.5 | 7.2 | -0.76 | 0.54 | -1.7% | i | 2 | . | . | 1.7 | 1.3 | 5.9 | + | -4.2* | -0.6 | 1153 | 1.6 | 1060
CCS(=O)(=O)n1nc(-c2ccc(Cl)cc2)nc1SCc1ccccc1 | 4% | -0.29 | -0.23 | -0.15 | 0.55 | -0.2% | i | 19 | -1 | 694 | 3.7 | 1.4 | 2.9 | i | 2 | -0.9 | 597 | . | .
COc1ccccc1C(=O)Nc1ccc(N2CCN(C(C)=O)CC2)cc1 | 2% | -0.67 | -0.26 | -0.27 | 0.91 | 0.8% | i | 63 | 2 | 707 | 3.1 | 1.9 | 5.9 | i | 1 | -0.3 | 1537 | -0.53 | 1453
COc1ccccc1N(CC(=O)N/N=C/c1ccc(OCC(=O)NCc2ccco2)cc1)S(=O)(=O)c1ccc(C)cc1 | 13% | -0.46 | 0.022 | 0.19 | 1.1 | 2.4% | i | 2 | 14 | 802 | 3.9 | 1.5 | 1.7 | i | -5 | . | . | -0.38 | 739
CC(=O)c1cn(C)c(=O)c2ccccc12 | -8% | 0.14 | -0.14 | 0.096 | 0.28 | . | i | 25 | -22 | 664 | . | . | . | . | . | 0.2 | 1308 | 0.07 | 1039
S=c1nc(-c2ccccc2)[nH]c2ccccc12 | -7% | -0.28 | -0.37 | 0.18 | 1.3 | -0.3% | i | 22 | -6 | 680 | 7.5 | 2.5 | 11 | i | 3 | -2.9 | 1124 | -0.45 | 1386
O=C1N=C(N2CCCCC2)S/C1=C\c1ccncc1 | -8% | -0.59 | -0.24 | -0.26 | -0.086 | . | i | 36 | -9 | 670 | . | . | . | . | . | -0.2 | 1265 | -1.1 | 1056
CC(=O)N(c1ccc(Cl)cc1)c1c[nH]c2ccccc12 | 19% | 0.027 | -0.095 | 0.5 | -0.45 | -1.5% | i | 31 | . | . | 2.7 | 1.9 | 11 | i | -2 | -4.6 | 1026 | 0.1 | 1449
CC(=O)c1ccc(NC(=O)C(C)OC(=O)C(C)Oc2cccc(C)c2)cc1 (stereo unspecified) | 14% | -0.72 | -0.23 | -0.4 | 0.32 | -1.8% | i | 4 | -12 | 633 | 7.3 | 1.6 | 6.1 | i | -2 | -2.0 | 1085 | 0.61 | 1491
O=C(CN1C(=O)C2C3CCC(C3)C2C1=O)Oc1ccc2ccccc2c1 (stereo unspecified) | 5% | -0.48 | -0.24 | -0.43 | 0.15 | -0.5% | i | 44 | -2 | 594 | 2.7 | 2.0 | 4.7 | + | -21* | -1.2 | 1164 | 0.89 | 1568
Cc1cccc(-n2c(C)cc(C(=S)N3CCOCC3)c2C)c1C | 9% | 0.29 | -0.17 | 0.31 | -0.98 | -1.7% | i | 22 | 1 | 716 | 3.6 | 2.7 | 1.8 | i | 1 | 0.0 | 1597 | -0.57 | 1575
Cc1cccc(OCC(O)Cn2c(=N)n(CCN3CCCCC3)c3ccccc32)c1 (stereo unspecified) | 27% | -0.71 | 0.072 | -0.17 | 0.58 | -6.3% | i | 18 | . | . | 9.3 | 2.1 | 10 | + | 13* | -0.7 | 761 | -1.2 | 570
COc1ccc(COCCN2CCN(S(=O)(=O)c3ccc(C)cc3)CCC2=O)cc1 | 1% | 0.24 | -0.26 | 0.52 | 0.23 | -3.0% | . | . | -3 | 774 | 2.7 | 2.9 | 4.9 | i | -58 | . | . | -0.8 | 1050
Cc1ccc(C(=O)C[n+]2cccc3ccccc32)cc1 | 1% | -0.13 | -0.19 | -0.35 | 0.45 | -2.0% | i | 47 | -3 | 631 | 1.7 | 1.5 | 6.7 | i | 4 | 1.5 | 1009 | -0.64 | 1748
COc1ccc(NC(=S)N(Cc2cccc(Br)c2)CC2CCC(C(=O)O)CC2)cc1 (stereo unspecified) | -14% | -0.64 | -0.27 | -0.14 | 0.46 | 3.2% | i | 14 | -18 | 695 | 4.5 | 2.1 | 4.2 | i | -26 | -1.0 | 1094 | 0.17 | 1327
CCC(C)[C@H](NC(=O)N1CCCCC1)C(=O)OC (stereo partly specified) | -12% | -0.011 | -0.24 | -0.11 | -0.22 | . | i | 35 | 0 | 651 | . | . | . | . | . | 0.8 | 1341 | 0.76 | 1144
CC(C)N(C(=O)/C=C/c1cccc([N+](=O)[O-])c1)C(C)C | 6% | -0.96 | -0.24 | -0.91 | 1 | 1.0% | i | 40 | -8 | 631 | 2.3 | 1.5 | 7.2 | i | -17 | -0.7 | 1429 | 0.81 | 1385
CC(NC(=O)CSc1nc2ccccc2c(=O)n1CCCO)c1ccccc1 (stereo unspecified) | -6% | 0.16 | -0.24 | -0.051 | -0.092 | -1.6% | i | 13 | -31 | 565 | 2.4 | 1.9 | 10 | i | -4 | 0.7 | 1027 | 0.01 | 1431
COc1ccccc1/C=N/n1c(N)c(C(=O)NC2CCCCC2)c2nc3ccccc3nc21 | -12% | -0.25 | -0.19 | -0.36 | 0.31 | -1.0% | . | . | . | . | 3.2 | 5.1 | 1.7 | i | 5 | 0.2 | 1421 | -0.3 | 1104
COC(=O)[C@@H](NC(=O)NCc1ccc(F)cc1)C(C)C | -15% | -0.72 | -0.25 | -0.44 | 0.99 | -1.3% | i | 42 | 8 | 760 | 3.1 | 2.3 | 4.3 | i | -2 | . | . | . | .
CCOC(=O)c1ccc(NC(=O)Nc2cc(C)on2)cc1 | 14% | -0.25 | -0.045 | 0.14 | -0.071 | -1.4% | i | 48 | -10 | 743 | 2.3 | 1.6 | 6.0 | i | 2 | . | . | . | .
CCC1(C)Nc2ccccc2C(=O)N1O (stereo unspecified) | 19% | 0.41 | -0.33 | 0.31 | -0.19 | 1.7% | i | 58 | . | . | 4.7 | 4.5 | 6.8 | i | -6 | 0.2 | 1369 | -0.38 | 1587
CC1C(=O)CCC1(C(=O)O)c1ccccc1 (stereo unspecified) | 6% | -0.88 | -0.089 | -0.25 | 0.99 | -2.0% | i | 28 | . | . | 1.7 | 0.9 | 6.8 | i | -20 | 2.6 | 1384 | -0.45 | 1547
O=C(O)c1ccccc1C(=O)N1CCN(c2ccccc2)CC1 | -6% | 0.79 | -0.21 | 0.38 | -0.2 | 0.2% | i | 2 | . | . | 2.2 | 0.8 | 3.5 | i | -1 | -3.1 | 831 | 0.04 | 1360
Cc1ccc(OCC(=O)Nc2cccc3c2CCCC3)cc1C | . | -0.29 | -0.19 | -0.44 | 0.5 | . | i | 15 | . | . | 2.5 | 2.3 | 6.2 | i | -20 | . | . | . | .
COc1ccc(CCNC(=O)CCc2ccc(S(=O)(=O)NCC(C)C)cc2)cc1OC | 2% | -0.17 | -0.18 | -0.11 | 0.055 | 1.5% | i | 49 | 1 | 674 | 2.0 | 2.3 | 6.9 | i | 14 | -0.3 | 865 | 0.57 | 1384
